PfHsp40 rescue = rescue of yeast from PfHsp40 toxicity, primary screen, S. cerevisiae, ATP luminescence; growth rescue, % at 12.5 µM; 340,000 compounds, 0.68% hits; S. cerevisiae expressing PfHsp40, growth rescue; in the data active = growth rescue above about 28%, passing the limit was not always enough; inconclusive = no clear call, values can overlap the other calls;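 also: yeast W303a lacking pdr1 and pdr3 grown in galactose medium; growth measured after three days at 30 °C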
GDH-TPI counter = GDH-TPI coupling enzyme inhibitors, primary screen, artefact control for M. tuberculosis FBA inhibitor project, biochemical, absorbance, full deck; GDH-TPI coupled enzyme counterscreen, NADH absorbance; inhibition, % at 4.8 µM; 360,000 compounds, 1.2% hits; in the data active = inhibition above about 30%;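 also: 0% = DMSO wells and 100% = wells lacking the enzyme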
Mtb FBA inh = Mtb FBA enzyme inhibitors, primary screen, biochemical, fluorescence, strain H37Rv | 360,000 compounds, 2.3% hits | Fructose-bisphosphate aldolase (Mycobacterium tuberculosis (strain ATCC 25618 / H37Rv)), … | AID 588726, 2011 | inhibition, % at 1 µM | purified M. tuberculosis FBA, fluorescence read-out; in the data active = inhibition above about 27%;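 also: 0% = vehicle and 100% = reference inhibitor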
BioA inh = M. tuberculosis BioA enzyme inhibitors, primary screen, biochemical, plate reader, single point, HTS. 7,8-diaminopelargonic acid synthase BioA (Mycobacterium tuberculosis). inhibition, % at 9.99 µM. AID 602481, 2012. purified M. tuberculosis BioA enzyme. 360,000 compounds, 0.096% hits; in the data active = inhibition above about 40%; inconclusive = no clear call, values can overlap the other calls
BH1578 lux ind = inducers of Vibrio cholerae quorum light production without autoinducers, primary screen, BH1578 luxS cqsA deficient, single point | V. cholerae BH1578 lux reporter, luminescence, 6 h | activation, % at 18.7 µM | 350,000 compounds, 0.16% hits; in the data active = activation mostly above about 9.7%, no sharp cut-off; inconclusive = no clear call, values can overlap the other calls; inactive = mostly below about 3.7%; also: not every result past the cut was called active; inactives centre near 0; reference of the scale not given here
Yp Topo-I inh = Yersinia pestis topoisomerase I inhibitors, primary screen, biochemical, cleavage product accumulation, plate reader, single point; Y. pestis Topo-I cleavage product accumulation; activity, % at 10 µM; 360,000 compounds, 0.064% hits; AID 504884, 2011; in the data active = activity above about 50%, passing the limit was not always enough; inconclusive = no clear call, values can overlap the other calls; also: inactives centre near 2
UGM FP inh = M. tuberculosis UGM enzyme inhibitors, primary screen, biochemical, fluorescence polarization, single point | UDP-galactopyranose mutase (Mycobacterium tuberculosis (strain ATCC 25618 / H37Rv)), … | purified UGM, fluorescence polarization probe displacement | 320,000 compounds, 0.06% hits | inhibition, % at 10 µM; in the data active = inhibition above about 10%, passing the limit was not always enough; inconclusive = no clear call, values can overlap the other calls
TcdB inh = TcdB glycohydrolase inhibitors, primary screen, biochemical, single point, plate reader. TcdB glycohydrolase enzymatic assay. inhibition, % at 9.99 µM. 350,000 compounds, 0.24% hits; in the data active = inhibition above about 10%
Target sequence (P18177 whole entry, looked up): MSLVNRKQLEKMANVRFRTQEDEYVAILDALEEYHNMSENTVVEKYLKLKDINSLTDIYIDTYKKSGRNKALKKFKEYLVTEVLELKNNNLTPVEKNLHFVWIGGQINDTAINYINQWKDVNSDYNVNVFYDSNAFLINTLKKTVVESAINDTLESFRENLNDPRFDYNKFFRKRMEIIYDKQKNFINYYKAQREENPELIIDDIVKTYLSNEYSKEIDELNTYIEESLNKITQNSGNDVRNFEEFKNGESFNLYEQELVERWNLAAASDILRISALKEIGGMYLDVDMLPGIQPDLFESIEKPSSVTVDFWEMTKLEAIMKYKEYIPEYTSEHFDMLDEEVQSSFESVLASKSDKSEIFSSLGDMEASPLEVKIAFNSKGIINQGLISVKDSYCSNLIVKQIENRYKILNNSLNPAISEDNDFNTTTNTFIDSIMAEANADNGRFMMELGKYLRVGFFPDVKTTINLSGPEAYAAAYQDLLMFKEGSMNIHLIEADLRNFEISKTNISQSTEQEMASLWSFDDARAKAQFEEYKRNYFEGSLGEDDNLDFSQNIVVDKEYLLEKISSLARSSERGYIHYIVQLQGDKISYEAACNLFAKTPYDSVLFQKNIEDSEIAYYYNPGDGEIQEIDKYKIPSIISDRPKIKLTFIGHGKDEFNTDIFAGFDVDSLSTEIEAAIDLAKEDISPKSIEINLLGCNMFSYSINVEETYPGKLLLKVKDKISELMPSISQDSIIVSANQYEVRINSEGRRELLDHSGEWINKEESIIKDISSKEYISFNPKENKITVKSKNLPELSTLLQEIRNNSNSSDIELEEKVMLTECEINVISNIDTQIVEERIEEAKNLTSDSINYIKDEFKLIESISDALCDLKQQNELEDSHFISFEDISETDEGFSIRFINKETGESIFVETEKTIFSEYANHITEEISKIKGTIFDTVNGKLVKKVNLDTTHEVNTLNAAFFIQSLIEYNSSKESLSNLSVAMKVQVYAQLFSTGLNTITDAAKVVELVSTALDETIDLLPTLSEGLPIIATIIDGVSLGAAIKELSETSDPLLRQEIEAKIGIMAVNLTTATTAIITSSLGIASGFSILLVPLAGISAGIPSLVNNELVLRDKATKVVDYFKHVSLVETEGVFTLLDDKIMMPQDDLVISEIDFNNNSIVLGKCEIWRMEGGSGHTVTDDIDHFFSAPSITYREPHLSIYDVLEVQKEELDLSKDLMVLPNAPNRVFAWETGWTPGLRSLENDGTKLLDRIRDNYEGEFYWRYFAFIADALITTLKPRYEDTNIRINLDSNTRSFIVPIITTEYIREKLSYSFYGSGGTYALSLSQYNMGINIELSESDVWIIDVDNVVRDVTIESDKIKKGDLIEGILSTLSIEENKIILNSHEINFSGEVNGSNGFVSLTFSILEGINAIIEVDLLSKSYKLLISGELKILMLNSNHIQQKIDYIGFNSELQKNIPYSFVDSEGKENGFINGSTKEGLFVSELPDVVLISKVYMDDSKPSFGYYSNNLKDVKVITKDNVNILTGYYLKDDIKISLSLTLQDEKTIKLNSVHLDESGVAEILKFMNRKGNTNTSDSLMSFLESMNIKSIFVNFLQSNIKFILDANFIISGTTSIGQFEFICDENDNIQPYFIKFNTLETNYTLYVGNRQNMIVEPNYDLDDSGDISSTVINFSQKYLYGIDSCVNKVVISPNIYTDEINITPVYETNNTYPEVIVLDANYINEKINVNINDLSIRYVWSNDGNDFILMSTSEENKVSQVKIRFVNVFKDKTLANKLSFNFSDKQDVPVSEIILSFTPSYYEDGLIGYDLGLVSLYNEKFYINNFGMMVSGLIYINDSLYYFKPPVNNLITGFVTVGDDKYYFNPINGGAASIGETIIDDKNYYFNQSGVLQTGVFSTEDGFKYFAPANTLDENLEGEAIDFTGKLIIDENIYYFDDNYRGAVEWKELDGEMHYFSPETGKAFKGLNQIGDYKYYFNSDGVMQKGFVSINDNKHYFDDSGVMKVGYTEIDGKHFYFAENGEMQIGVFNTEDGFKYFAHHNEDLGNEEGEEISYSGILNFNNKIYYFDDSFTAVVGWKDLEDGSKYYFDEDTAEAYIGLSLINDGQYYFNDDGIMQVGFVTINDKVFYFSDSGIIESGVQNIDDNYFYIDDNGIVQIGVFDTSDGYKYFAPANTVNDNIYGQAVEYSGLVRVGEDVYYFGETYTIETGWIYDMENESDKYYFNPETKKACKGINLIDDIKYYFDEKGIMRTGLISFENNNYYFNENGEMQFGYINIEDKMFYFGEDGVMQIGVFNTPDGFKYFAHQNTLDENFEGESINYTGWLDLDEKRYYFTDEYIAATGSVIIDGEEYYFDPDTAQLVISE
FadD28 binding = inhibitors of FadD28 bisubstrate probe binding, primary screen, biochemical, fluorescence polarization, single point. Mycobacterium tuberculosis FadD28 fatty-acid-AMP ligase. inhibition, % at 12.5 µM. 360,000 compounds, 0.22% hits. AID 588549, 2011; in the data active = inhibition above about 8.5%, passing the limit was not always enough; inconclusive = no clear call, values can overlap the other calls
An asterisk follows results filed as active; i = inactive; ? = inconclusive; · = not tested or not shown.

SMILES | PfHsp40 rescue | GDH-TPI counter | Mtb FBA inh | BioA inh | BH1578 lux ind | Yp Topo-I inh | UGM FP inh | TcdB inh | FadD28 binding
COc1ccc(S(=O)(=O)NCc2ccccn2)cc1NC(=O)c1ccc(C)cc1 | 1.1 | 3.6 | 4.8 | · | -1.3 | 17.2 | -2.3 | 0.5 | -0.1
CC(C)NCC(O)c1cc(O)cc(O)c1 (centres undefined) | 0.2 | 5.7 | 2.2 | -3.0 | -0.5 | -9.8 | 1.7 | 0.2 | -0.1
O=C(Cc1ccccc1)OCc1ccccc1 | -1.1 | 3.5 | -1.1 | -1.7 | -0.3 | 2.5 | -0.8 | -0.7 | -0.2
Cc1cccc(NC(=O)/C(C#N)=C\c2cccnc2)c1 | 0.5 | 6.8 | -0.6 | 1.8 | -0.4 | 2.5 | -0.6 | · | 1.2
NC(=O)CCN1CCN(CCOC2Cc3cc(Cl)ccc3Sc3ccccc32)CC1 (centres undefined) | 0.4 | -5.6 | -2.5 | 4.6 | i | -6.0 | 1.3 | · | -3.5
N#Cc1c(NC2CCCCC2)nc(-c2ccco2)c2c1CCCC2 | -0.8 | 0.0 | 25.1 | -0.8 | -0.8 | -0.4 | -1.0 | · | 0.7
O=C(CC(C(=O)N1CCc2ccccc21)n1ccnc1)N1CCc2ccccc2C1 (centres undefined) | 0.4 | 3.0 | 1.9 | 1.2 | -1.0 | 18.6 | 0.7 | · | -1.1
CN1C(=O)S/C(=C\c2ccccc2OCc2ccc(C(=O)O)cc2)C1=O | -0.3 | 10.7 | -3.0 | · | -0.8 | 11.2 | 0.0 | 2.3 | -7.2
Cc1ccc(C2=NN=C(NC(=O)CSc3nncn3C)SC2)cc1 | -0.9 | -1.9 | 1.0 | 3.3 | i | 24.9 | -1.7 | 2.5 | -0.9
Cc1ccc(NC(=O)CN2CCN(S(=O)(=O)c3ccc4c(c3)OCCO4)CC2)c(C)c1 | · | -3.9 | 3.5 | 0.9 | i | 14.5 | · | -0.1 | 0.7

A different layout for 2 compounds above:
Molecule	PfHsp40 rescue	GDH-TPI counter	Mtb FBA inh	BioA inh	BH1578 lux ind	Yp Topo-I inh	UGM FP inh	TcdB inh	FadD28 binding
Cc1ccc(NC(=O)CN2CCN(S(=O)(=O)c3ccc4c(c3)OCCO4)CC2)c(C)c1	·	-3.9	3.5	0.9	i	14.5	·	-0.1	0.7
CN1C(=O)S/C(=C\c2ccccc2OCc2ccc(C(=O)O)cc2)C1=O	-0.3	10.7	-3.0	·	-0.8	11.2	0.0	2.3	-7.2

Later entries.
SMILES | PfHsp40 rescue | GDH-TPI counter | Mtb FBA inh | BioA inh | BH1578 lux ind | Yp Topo-I inh | UGM FP inh | TcdB inh | FadD28 binding
CC1CCN(c2nc3nonc3nc2N2CCC(C)CC2)CC1 | 1.6 | 10.6 | -2.6 | · | i | -3.2 | 3.2 | · | -4.7
Cc1ccc(NC(=O)/C=C/c2ccc3c(c2)OCO3)nc1 | -0.5 | 26.1 | 2.3 | · | 2.6 | 4.6 | -2.5 | 0.7 | -1.2
Nc1nc(N)nc(-c2cc(Cl)ccc2Cl)n1 | -1.0 | -1.4 | 1.9 | -5.0 | i | -1.1 | 1.8 | 2.1 | -0.1
CC(=O)N1CCC(=O)Nc2ccc([N+](=O)[O-])cc21 | -0.3 | 1.3 | 1.4 | · | i | 7.2 | 1.1 | 0.2 | 0.3
O=C(CCNS(=O)(=O)c1cccc2nonc12)Nc1ccc(Cl)cc1 | -2.1 | 8.2 | -3.5 | 1.6 | -0.4 | 1.0 | 0.8 | 0.3 | -5.0
CCNC(=S)N1CCC(Cc2ccccc2)CC1 | 1.7 | -2.4 | -0.3 | -0.9 | 0.2 | -11.9 | 1.8 | -0.4 | -4.2
COc1ccc(C2/C=C\CN(C(=O)Oc3ccccc3)CC(=O)N2Cc2ccc(F)cc2)cc1 (centres undefined) | 2.1 | -0.5 | 0.0 | -1.6 | -0.4 | 16.0 | · | 1.4 | -0.8
Cc1ccc(C(=O)c2cc([N+](=O)[O-])ccc2N2CCCCC2)cc1C | 1.0 | 3.7 | -4.0 | · | -0.3 | 23.6 | -1.2 | · | -4.7
N#Cc1nc(-c2ccc(Cl)cc2)oc1NCc1cccc2c1OCO2 | 0.5 | -3.5 | 27.3* | -1.2 | 0.1 | 1.6 | -1.7 | · | -3.1
Oc1ccc(Cl)cc1 | -0.1 | -6.3 | 0.5 | -1.1 | 3.6 | 0.7 | · | 2.1 | -0.9
Cc1ccc(-n2c(SCC(=O)NCCN3C(=O)CSC3=O)nnc2-c2ccccc2)cc1C | ? | 2.3 | -0.3 | · | i | 12.9 | 0.1 | · | -2.1
Cc1ccc(SC[C@H](Cc2ccccc2)N2CCN(CC(C)C)CCC2=O)cc1 | -1.2 | -5.2 | -3.5 | -0.3 | i | 36.8 | 0.1 | -0.1 | -4.3
O=C(COC(=O)Cc1ccccc1)NC(=O)NC1CCCCC1 | 0.2 | 2.1 | -0.9 | 0.1 | 5.6 | 13.2 | -0.4 | 0.9 | 0.5
O=C(NCCSCc1ccccc1)c1ccc(Cl)c(S(=O)(=O)N2CCOCC2)c1 | -0.7 | -6.2 | -2.1 | 0.4 | 2.6 | 7.2 | -0.9 | · | ?
CC1(c2nnc(-c3ccc(Cl)cc3)o2)CC(c2cccnc2)=NO1 (centres undefined) | -1.6 | 7.8 | 2.6 | 3.1 | i | 7.1 | 0.1 | 0.4 | -0.6
CCOC(=O)C(Cc1cc(C(C)=O)ccc1OC(C)C)C(=O)OCC | 1.0 | -1.9 | 0.3 | 2.3 | i | 17.0 | 6.3 | · | -2.2
CCn1c2ccccc2c2cc(N)ccc21 | -1.0 | 0.6 | 6.5 | 0.7 | i | -17.8 | -1.2 | · | -3.9
CCOC(=O)N1CCC(NS(=O)(=O)c2cc3c(cc2Cl)NC(=O)CO3)CC1 | 3.4 | -2.2 | -0.9 | 1.5 | -0.5 | -4.0 | 1.7 | · | -2.4
O=C(O)/C=C\C(=O)Nc1ccc(Oc2ccc(Br)cc2)cc1 | 0.1 | 0.6 | 0.5 | · | i | -7.9 | -0.1 | 0.0 | -3.0
COc1ccc(CC(N)c2csc(Nc3cc(Oc4ccccc4)ncn3)n2)cc1 (centres undefined) | · | 8.0 | 1.1 | -1.3 | i | -7.3 | · | 0.3 | -1.9
Cc1ccc(-c2cccc(C3CC=CC4C3C(=O)N(Cc3ccccc3)C4c3ccc4ccccc4c3)c2)cc1 (centres undefined) | -3.0 | 8.8 | 5.1 | -3.1 | 2.1 | 0.4 | 1.0 | -0.3 | -1.5
COc1ccc2c(CC(=O)NNC(=O)c3ccc(C)cc3)coc2c1 | -0.4 | -5.6 | -0.1 | -3.0 | i | 3.8 | -1.9 | 1.5 | -2.7
COc1ccc(CNC(=O)COC(=O)CN2C(=O)C3CC=CCC3C2=O)cc1 (centres undefined) | -0.3 | 6.8 | 2.0 | -0.5 | 21.1 | -8.1 | 1.3 | 1.8 | -1.4
O=C(NCCCCc1ccccc1)c1ccc(F)cc1 | 0.3 | 13.1 | 0.0 | 0.5 | 0.9 | 10.5 | 0.9 | 0.1 | -2.2
CC(=O)N(/N=C1\Sc2ccccc2C1=O)c1ccccc1C | 3.0 | -3.4 | 3.8 | 0.3 | i | 1.8 | 0.0 | · | -1.7
Cc1ccc(SC[C@H](C)CN2CC[C@H](NC(=O)OCc3ccccc3)CCC2=O)cc1 | -0.3 | 6.7 | -1.2 | -1.4 | i | 11.6 | -1.1 | 1.2 | -2.8
Cc1ccc(C(=O)OCC(=O)NCc2ccccc2)cc1S(=O)(=O)N1CCCCC1 | 1.0 | 3.5 | -2.8 | -2.4 | 3.2 | 23.6 | 0.2 | 0.5 | -3.9
COc1cccc(C(=O)/C=C/Nc2ccc(S(=O)(=O)Nc3ccc(C(C)=O)cc3)cc2)c1 | -0.1 | 30.2 | 2.9 | · | -0.1 | 2.5 | 1.3 | 0.9 | -1.2
COC(=O)c1[nH]nc(C(=O)OC(C)(C)C)c1-c1ccccc1 | -0.5 | 4.9 | -3.1 | · | i | 4.2 | 0.7 | 3.4 | -2.5
CC(=O)c1sc(NC(=O)CCS(=O)(=O)c2ccccc2)nc1C | 0.7 | 15.9 | 1.5 | 4.6 | i | 1.8 | 1.9 | 0.7 | -1.0
CN1C(=O)C(C)(C)c2cc(S(=O)(=O)N3CCN(c4ccccc4)CC3)ccc21 | 0.4 | -1.4 | -0.9 | 1.5 | -0.2 | 22.9 | 1.5 | 1.2 | -0.7
O=C(COc1ncnc2c(Cl)cc(Cl)cc12)Nc1cc([N+](=O)[O-])ccc1Cl | -0.9 | 7.2 | 1.8 | 0.5 | -0.2 | -6.2 | 1.4 | · | -1.7
CC(OC(=O)Cn1cc(C(F)(F)F)ccc1=O)C(=O)N(C)c1ccccc1 (centres undefined) | 0.9 | 3.9 | 0.8 | -1.3 | -0.8 | -2.0 | 0.8 | 2.4 | -1.7
N=C1c2ccccc2CN1c1ccc(S(=O)(=O)N2CCCCC2)cc1 | 1.1 | 8.6 | 3.6 | · | i | -2.8 | -0.5 | 0.0 | -0.4
Cn1c(=O)c2c(n(Cc3ccccc3)c1=O)NC(=O)C2CC(=O)O (centres undefined) | 0.3 | 1.0 | -2.6 | -0.4 | · | -2.7 | 0.0 | · | -1.5
O=C(COC(=O)/C=C/c1ccc2c(c1)OCO2)NC1CCS(=O)(=O)C1 (centres undefined) | -0.4 | 23.7 | 10.9 | -1.2 | -0.4 | 2.1 | 0.7 | 0.2 | -1.5
CCC1Oc2ccccc2N(CC(=O)NCCN2CCc3ccccc3C2)C1=O (centres undefined) | 1.6 | 3.4 | -1.3 | 5.3 | 5.3 | 4.9 | -0.6 | 0.4 | -3.3
COc1cc(OC)cc(-c2c(C#Cc3ccsc3)c3cc(Br)ccc3n2C)c1 | 2.7 | 8.8 | 13.4 | -2.6 | -4.5 | 0.9 | 1.4 | 1.0 | 0.8
Cc1ccc(F)cc1NC(=O)Nc1cc(C(C)(C)C)nn1C | -3.0 | -2.4 | -1.0 | -0.2 | i | -0.7 | 0.3 | 0.5 | -0.9
COc1cc2nc(SCC(N)=O)n(CCC3=CCCCC3)c(=O)c2cc1OC | -1.3 | -1.4 | -1.2 | 0.6 | -17.1 | 1.8 | 0.3 | 0.4 | -1.7
CC(=O)C1=C(O)C(=O)N(c2ccc(O)cc2)C1c1ccccc1Cl (centres undefined) | -0.7 | 17.6 | -2.2 | -2.5 | -0.2 | -8.5 | 0.1 | 0.8 | 0.1
O=C(O)CC1=C(c2ccc(F)cc2)CCC1=O | 0.0 | -3.8 | 1.0 | 7.0 | -0.2 | -1.7 | -0.4 | -0.1 | -0.6
COc1ccccc1N(CC1CO1)S(=O)(=O)c1ccc(C)cc1 (centres undefined) | -0.8 | 6.7 | 1.6 | -0.3 | -0.2 | 3.7 | 1.4 | 2.0 | ·
CCN(CC)CCOC(=O)c1ccc(NC(=O)CCCN2C(=O)/C(=C/c3cccs3)SC2=S)cc1 | -0.8 | 4.9 | -3.4 | -0.7 | i | -10.9 | -0.4 | 1.4 | -2.4
COc1ccc(C)cc1NS(=O)(=O)c1cccc2nonc12 | -1.7 | 8.0 | 2.3 | 0.9 | i | 2.7 | 0.7 | · | -3.6
O=c1[nH]c2ccccc2n1C1CCN(CCOc2ccccc2)CC1 | · | 4.4 | 5.1 | 0.1 | i | 15.2 | · | -0.6 | -2.5
O=C(CCc1nc2ccccc2c(=O)[nH]1)NC1CCN(Cc2ccccc2)CC1 | -0.3 | -5.5 | 0.7 | -2.6 | -1.7 | -3.0 | 1.8 | · | 0.3

From PubChem
